ATXN2 expr inh = Primary qHTS for Inhibitors of ATXN expression; AID 1745845, 2022; Potency, µM (titrated, usually from 57 µM), without a hit: top-dose activity change, negative = inhibition, actives largely listed as inhibitors; HEK-293 ATXN2-luciferase reporter, luminescence, 24 h; hit rate 0.72% among 360,000; further: potency means the concentration at half of the fitted maximal effect; on the % scale 0 is the no-effect control and ±100 the full control effect; nearly all actives have a fitted effect of over 55% in size
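ATXN2-luciferase reporter cells (luciferase flanked by upstream and downstream ATXN2 gene portions) were treated 24 h at 37 °C with compounds at up to 57 uM. SteadyGlo luminescence gave expression; GF-AFC fluorescence gave viability.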
SW480 rerep = A quantitative high throughput screen for small molecules that induce DNA re-replication in SW480 colon adenocarcinoma cells; hit rate 1.8% among 340,000; Potency, µM (series often up to 46.1 µM), for the others: at the top dose re-replication activation, hits mostly activators; SW480 DNA re-replication, Hoechst DNA content imaging, 48 h; further: potency means the concentration at half of the fitted maximal effect; % of control where 0% means no effect; nearly all actives have a fitted effect of over 55% in size
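Readout is total intensity of Hoechst-stained nuclei, excited at 405 nm and collected at 500-530 nm. Compound treatment lasted 48 hr at 37 C in 5% CO2 before staining.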
HT1080 IDH1KD tx = qHTS for induction of synthetic lethality in tumor cells producing 2HG: qHTS for the HT-1080-IDH1KD cell line. Potency, µM (top dose mostly 46.1 µM), for the others: at the highest dose activity, negative = toxicity, actives largely listed as cytotoxic. AID 686971, 2013. HT-1080 IDH1 knockdown viability, ATP luminescence, 48 h. hit rate 2% among 360,000;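 further: potency means the concentration at half of the fitted maximal effect; 0% = DMSO wells and -100% = cell-free medium wells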
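% activity derives from luminescence (CellTiter-Glo), normalised to DMSO and no-cell wells. HT-1080-IDH1KD cells, 750/well, had 48 h compound exposure at 37 °C.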
KB-V1 cytotox = qHTS assay for MDR1-selective chemotherapeutics: Primary screen using the drug-selected MDR subline cells KB-V1 | KB-V1 MDR cells viability, CellTiter-Glo, 72 h | Potency, µM (highest dose often 46.1 µM), for inactives: top-dose activity change, negative = cytotoxicity, actives largely listed as cytotoxic | hit rate 3.4% among 400,000; further: potency means the concentration at half of the fitted maximal effect; on the % scale 0 is the no-effect control and ±100 the full control effect; nearly all actives have a fitted effect of over 60% in size
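Cells of the MDR subline KB-V1 are plated, dosed with compound at multiple concentrations, and incubated 72 h at 37 degrees C; CellTiter-Glo is then added and luminescence read after 10 min.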
ATXN viability = Viability Counterscreen for Primary qHTS for Inhibitors of ATXN expression. S2 cells (HEK-293 line with an ATXN2-luciferase reporter) viability, CellTiter-Fluor protease fluorescence, 24 h. Potency, µM (top dose mostly 56.7 µM), hits mostly cytotoxic. hit rate 0.49% among 400,000. AID 651635, 2014; further: potency means the concentration at half of the fitted maximal effect; nearly all actives have a fitted effect of over 40% in size
MCF10A rerep = A quantitative high throughput screen for small molecules that induce DNA re-replication in MCF 10a normal breast cells; MCF 10A DNA re-replication, Hoechst nuclear intensity, 48 h; Potency, µM (top dose mostly 46.1 µM), for the others: at the highest dose activity, positive = re-replication, usual class: activators; hit rate 2.9% among 350,000; AID 624296, 2012; further: potency means the concentration at half of the fitted maximal effect; % of control where 0% means no effect; nearly all actives have a fitted effect of over 50% in size
HT1080NT lethal = qHTS for induction of synthetic lethality in tumor cells producing 2HG: qHTS for the HT-1080-NT fibrosarcoma cell line. HT-1080-NT fibrosarcoma viability, CellTiter-Glo ATP luminescence, 48 h. hit rate 1.6% among 360,000. Potency, µM (series often up to 46.1 µM), without a hit: at the top dose activity, negative = less viability, actives largely listed as cytotoxic;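 further: NT is the 2HG producing partner of a matched IDH1 knockdown line; potency means the concentration at half of the fitted maximal effect; 0% = DMSO-treated cells and -100% = media-only wells without cells; nearly all actives have a fitted effect of over 55% in size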
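Fibrosarcoma NT cells, 750 per well in 5% FBS RPMI, were exposed to compound for 48 hours. Viability: CellTiter-Glo luminescence.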
IL-1B inflam inh = qHTS for Inhibitors of Inflammasome Signaling: IL-1-beta AlphaLISA Primary Screen; AID 743279, 2014; hit rate 4.7% among 360,000; THP-1 LPS/ATP IL-1B secretion, AlphaLISA, 16 h; active compounds read low; activity change, % at 57.5 µM; in the data active means activity change below about -50%; inconclusive means mostly about -30% to -49%; further: on the % scale 0 is the no-effect control and ±100 the full control effect
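Secreted IL-1B measured by AlphaLISA bead assay after 16 h compound exposure of THP-1 cells; compounds (final up to 57.5 uM) added 1 h before LPS (250 ng/mL) and ATP (1.25 mM) stimulation; lower signal means less secretion.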
KB-3-1 tox = qHTS assay for MDR1-selective chemotherapeutics: Primary screen using the parental adenocarcinoma cell KB-3-1; KB-3-1 viability, CellTiter-Glo ATP luminescence, 72 h; Potency, µM (top dose mostly 46.1 µM), for the others: at the top dose activity change, negative = cytotoxic, hits mostly cytotoxic; hit rate 1.4% among 400,000; further: potency means the concentration at half of the fitted maximal effect; on the % scale 0 is the no-effect control and ±100 the full control effect; nearly all actives have a fitted effect of over 60% in size
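Viability of parental KB-3-1 cells, measured by CellTiter-Glo luminescence, followed a 72 h incubation at 37 °C with pinned compounds in phenol-red-free DMEM containing 10% FBS.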
Active calls of the source: *; i = inactive; u = inconclusive; x = not tested or not shown; & = joins results of further samples; [ ] = remark or other dose. Unless noted, the call rests on the fitted dose curve; in most records, active means well fitted curve in the direction sought with a large enough effect; inconclusive means small, poorly fitted or top-dose-only effect, or another doubt; inactive means no such curve, though single readings can be large; an effect the other way counts as inactive or inconclusive.

SMILES	ATXN2 expr inh	SW480 rerep	HT1080 IDH1KD tx	KB-V1 cytotox	ATXN viability	MCF10A rerep	HT1080NT lethal	IL-1B inflam inh	KB-3-1 tox
CCC(c1nnnn1Cc1ccc(F)cc1)N1CCN(C)CC1 (configuration not stated)	-6.4%	-5.5%	13.4%	-10.9%	i	1.0%	5.8%	31.2	1.2%
CCN1C(=O)c2ccc(C(=O)NCc3ccc4c(c3)OCO4)cc2C1=O	-9.4%	-9.4%	9.7%	-6.6%	i	1.7%	1.6%	5.2	-1.5%
CCC(C)c1ccccc1NC(=O)C(C)OC(=O)CN1C(=O)NC(C)(C)C1=O (configuration not stated)	8.6%	15.6%	8.8%	u	i	-1.8%	11.6%	-20.5	2.6%
O=C(CSc1nc2ccccc2s1)N1CCCCC1	54.4%[activator]	13.2%	17.2%	-2.3%	i	-7.5%	-11.7%	11.9	4.6%
CCOc1ccc(-c2c(C(=O)N/N=C/C3CC=CCC3)nnn2-c2nonc2N)cc1 (configuration not stated)	-9.1%	-3.5%	-2.6%	u	i	-1.1%	3.2%	7.7	20.1%
O=C(OCc1ccc(Br)cc1)c1cnc(Cl)c(Cl)c1	0.7%	u	u	1.5%	i	u	u	42.4	u
CC(=O)Nc1ccc(-n2c(CCC(=O)O)ccc2-c2ccc(C)cc2)cc1	13.3%	x	x	14.9%	i	x	x	x	-4.5%
Cc1cccc(N=Nc2c(O)[nH]c3ccc(Br)cc23)c1	0.0%	23.5%	10.7%	2.0%	i	u	28.9%	-2.2	18.0%
NC(=O)c1cc2ccccc2o/c1=N\NC(=O)c1ccco1	-1.6%	-11.6%	7.6%	u	i	-1.0%	15.2%	u	3.2%
CCCn1nc2cc(C(=O)NC3CCc4ccccc43)ccc2c1OCC (configuration not stated)	-5.4%	-0.2%	11.9%	12.3%	i	-8.3%	11.0%	11.4	8.4%
COc1cccc(NC(=O)C(CCSC)NC(=O)C2CCC(C)CC2)c1 (configuration not stated)	1.7%	x	x	1.6%	i	x	x	x	-1.2%
O=Cc1cc(OCc2ccccc2)ccc1[B-](F)(F)F	-13.8%	2.7%	-15.5%	-4.2%	i	u	-22.3%	-3.2	0.0%
CCCN1CCc2nc(SCC(=O)Nc3ccc(C)c(Cl)c3)[nH]c(=O)c2C1	4.0%&18.4%	11.4%	-2.2%	7.7%&1.4%	i	-0.3%	-1.3%	-8.1	-3.7%&-3.3%
COc1ccccc1NC(=O)c1ccc(NC(=O)CSc2nc(N)cc(=O)[nH]2)cc1	0.8%	u	-3.0%	u	i	u	1.2%[9.24 µM]	u	u
CC1(C(=O)NCc2ccccc2)CCC(=O)N1CCc1c[nH]c2ccccc12 (configuration not stated)	14.2%	x	5.7%	8.7%	i	x	8.6%	2.6	0.1%
COC(=O)[C@@]1(Cc2ccc(F)cc2)[C@H]2c3cc(C(=O)N4CCCC4)n(CCc4c[nH]c5ccccc45)c3C[C@H]2CN1C(=O)c1ccccc1	-10.4%	x	u	u	u	x	u	u	u
COc1ccc(C(CC(=O)O)NC(=O)c2ccco2)cc1 (configuration not stated)	-4.2%	-3.0%	11.9%	5.3%	i	-179.2%[0.0737 µM]	0.2%	16.5	8.6%
CCCC(=O)N/N=C1\CS(=O)(=O)N(C)c2ccsc21	8.3%	-16.9%	1.1%	1.6%	i	-17.1%	-18.6%	9.3	-4.3%
C/C(N)=C(/C#N)C(=O)COC(=O)CNS(=O)(=O)c1ccc(C)cc1	9.3%	-5.7%	8.5%	u	i	-9.9%	0.6%	-8.8	9.1%
O=C(O)c1cccnc1Cl	5.4%	-1.6%	8.6%	0.8%	i	-8.7%	6.1%	0.0	2.1%

Reprinted from the part before: 2 entries; new compounds follow.
SMILES	ATXN2 expr inh	SW480 rerep	HT1080 IDH1KD tx	KB-V1 cytotox	ATXN viability	MCF10A rerep	HT1080NT lethal	IL-1B inflam inh	KB-3-1 tox
C/C(N)=C(/C#N)C(=O)COC(=O)CNS(=O)(=O)c1ccc(C)cc1	9.3%	-5.7%	8.5%	u	i	-9.9%	0.6%	-8.8	9.1%
O=C(O)c1cccnc1Cl	5.4%	-1.6%	8.6%	0.8%	i	-8.7%	6.1%	0.0	2.1%
Cc1ccc2c(c1)CCCN2C(=O)NC1CCCCC1	9.3%	-14.9%	17.1%	1.9%	i	-6.0%	18.6%	42.9	-0.5%
N#Cc1ccccc1NC(=O)COC(=O)CSc1nc2ccccc2o1	-1.7%	1.7%	1.6%	3.3%	i	0.4%	2.1%	-3.6	-8.6%
CNC(=O)CN1C(=O)NC2(CCc3ccccc32)C1=O (configuration not stated)	3.5%	-4.2%	-1.0%	u	i	-0.9%	2.0%	16.2	0.4%
COc1ccc(-c2csc(CCN3N=C(C)CC3=O)n2)cc1	-34.1%	10.7%	0.0%	u	u	-3.6%	-12.1%	-53.0*	-9.0%
CC(=O)c1ccc(NC(=O)C(Cc2ccccc2)NS(=O)(=O)c2ccc3c(c2)CCC(=O)N3)cc1 (configuration not stated)	-6.3%	x	x	11.3%	i	x	x	x	11.9%
COc1ccccc1/C=C1\SC(=O)N(CC(=O)NCCCn2ccnc2)C1=O	3.3%	-10.9%	8.5%	17.3%	i	13.0%	u	13.0	10.1%
CCCCCC=CCC=CCCCCCCCC(=O)OCC	-4.6%	0.1%	x	x	i	5.7%	x	x	x
O=C1CC(c2ccccc2)=NN1c1nc(-c2ccccc2)cs1	2.4%	0.3%	5.9%	-23.3%	i	16.4µM*	1.8%	38.3	-0.6%
OCC[C@H]1C[C@@H](O)[C@H](O)[C@]2(Cc3ccccc3CCO2)O1	14.7%	3.1%	14.6%	-5.1%	i	-16.4%	26.1%	13.1	22.0%
O=C(O)/C(=C\c1cccs1)c1ccc(F)cc1	x	-16.4%	2.6%	-0.7%	i	6.2%	0.0%	0.0	13.9%
O=C(COC(=O)C1=NN(c2ccccc2)C(=O)CC1)Nc1ccc([N+](=O)[O-])cc1C(F)(F)F	x	-2.5%	0.0%	21.9%	u	3.0%	-1.4%	50.3	3.4%
COC(=O)C(C)N(c1ccc(OC)cc1)S(C)(=O)=O (configuration not stated)	-18.4%	-0.1%	9.3%	19.0%	i	0.7%	14.5%	18.5	-0.2%
Cc1ccc(NC(=O)CSc2nnc3n2CCCCC3)cc1	1.0%	-6.7%	10.8%	-9.3%	i	-1.6%	0.7%	-12.3	-0.6%
O=C(O)C1OC(C(=O)O)C2C1C(F)(F)C2(F)F (configuration not stated)	6.6%	-6.8%	14.3%	9.3%	i	-6.8%	1.1%	23.9	6.3%
N/C(=N\OC(=O)/C=C/c1ccccc1)c1ccc(Cl)cc1	2.9%	-34.0%[inhibitor]	13.4%	-8.3%	i	-19.1%	28.9%	x	-1.1%
CCC(C)NCCOCCOc1ccc(Cl)c2ccccc12 (configuration not stated)	-14.6%[11.3 µM]	u	20.6µM*	u	u	u	16.4µM*	-103.7*	u
O=C(CN1C(=O)NC2(CCOc3ccccc32)C1=O)c1ccc(Cl)cc1 (configuration not stated)	-5.6%	-83.5%[inhibitor]	-3.5%	-1.6%	i	13.8%	4.0%	-10.8	3.2%
C[n+]1ccccc1/C=N/O	6.7%&10.2%&5.4%	-9.3%&-9.9%&17.1%	-2.0%&10.6%	21.4%&3.0%	i	3.4%&-1.3%&-19.9%	41.3%&30.0%	23.1&1.4	0.0%&0.0%
CC(=O)Oc1ccc(/C=C2/SC(=S)N(Cc3ccccc3)C2=O)cc1	6.9%	-36.5%[inhibitor]	20.4%	-0.9%	i	3.26µM*	22.5%	-11.4	2.2%
COc1cccc(NC(=O)CC2C(=O)NC3CCCCC3N2C(=O)c2ccc(F)cc2)c1 (configuration not stated)	5.9%	10.2%	-1.3%	-11.1%	i	u	11.7%	-1.1	-0.9%

Quoted from the listing:
For SW480 rerep, `Cc1ccc2c(c1)CCCN2C(=O)NC1CCCCC1` is listed with -14.9%
For KB-V1 cytotox, `CC(=O)c1ccc(NC(=O)C(Cc2ccccc2)NS(=O)(=O)c2ccc3c(c2)CCC(=O)N3)cc1` (configuration not stated) is listed with 11.3%

Continued.
SMILES	ATXN2 expr inh	SW480 rerep	HT1080 IDH1KD tx	KB-V1 cytotox	ATXN viability	MCF10A rerep	HT1080NT lethal	IL-1B inflam inh	KB-3-1 tox
COc1cccc(NC(=O)Cn2c(=O)n(-c3ccc(C)cc3)c(=O)c3ccc(C(=O)NCc4ccco4)cc32)c1	0.8%	x	x	-12.2%	i	x	x	x	-7.9%
CC(O)c1nc2ccccc2n1CCCc1ccccc1 (configuration not stated)	-30.3%	u	-3.9%	-12.6%	i	5.7%	-24.2%	-7.6	-15.3%
NC(=O)CC(NC(=O)c1cccc(Br)c1)c1ccc(N2CCN(c3ccc(F)cc3)CC2)c([N+](=O)[O-])c1 (configuration not stated)	-13.6%	-1.2%	1.4%	-1.1%	i	u	-0.5%	-1.4	-4.8%
COc1ccccc1CNC(=O)C1CCCN(c2cnccn2)C1 (configuration not stated)	3.1%	u	-0.3%	7.5%	i	u	-0.4%	15.9	-8.5%
COc1ccc(N2CC(NC(=O)NCCC(C)C)CC2=O)cc1 (configuration not stated)	-3.0%	1.0%	-4.3%	0.0%	i	1.4%	-0.9%	-64.5*	13.0%
COc1ccc(CN(C)C(=O)Cc2ccc(S(=O)(=O)N3CCOCC3)s2)cc1OC	x	-0.2%	-4.7%	6.3%	i	10.2%	-8.6%	-15.9	-0.2%
CC(=NOC(=O)c1ccc(F)cc1)c1nccs1	1.0%	x	20.9%	-2.6%	i	x	12.5%	10.1	4.1%

From PubChem BioAssay
